# MgcRacGAP inhibition – MgcRacGAP GTPase-activating activity inhibitors, confirmation, biochemical, ADP Hunter fluorescence. MgcRacGAP-stimulated Rac1 GTP hydrolysis, ADP Hunter fluorescence; higher % means a stronger effect; GST-tagged Rac1 F28L mutant substrate. one-dose inhibition, % at 30 µM; IC50 in µM for titrated hits. hit rate 0.6% among 340,000. AID 624330;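 active = first-screen hits whose inhibition reached a set limit at any dose in the follow-up dose series; inconclusive = inhibition above the set first-screen limit but never retested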;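 note: fluorescence reports GDP produced by GAP-driven GTP hydrolysis; strong numbers were not always called active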
# HIV fusion peptide – cell-free HIV fusion peptide-binding blockers – biochemical, uHTS, fluorescence dequenching, primary screen (AID 1986). cell-free peptide binding, fluorescence dequenching, 30 min; higher % means a stronger effect. inhibition, % at 20 µM; hits with a dose series show IC50 in µM. hit rate 0.3% among 290,000; in the data active = inhibition mostly above about 52%, no sharp cut-off; inactive = mostly below about 76%; note: some results filed as inactive read as strong as hits
# KOR beta-arrestin-1 – kappa opioid receptor blockers – cell-based, luminescence, uHTS (AID 1778); KOR beta-arrestin recruitment, luminescence, antagonist mode; higher % means a stronger effect; one-dose inhibition, % at 10 µM; IC50 in µM for titrated hits; hit rate 0.091% among 290,000; note: strong numbers were not always called active
# HEK293 NOD2/NF-kB – NOD2 signaling inhibitors, cell-based, luminescence, uHTS, HEK293 (AID 1566); HEK293 NOD2/NF-kB luciferase reporter, luminescence; higher % means a stronger effect; inhibition, % at 4 µM; hits with a dose series show EC50 in µM; hit rate 0.63% among 290,000; note: many of its hits are not listed in these tables
# NOD1 inhibition – inhibition of NOD1-driven NF-kB reporter – cell-based, luminescence, uHTS, primary screen (AID 1578) | NOD1-driven NF-kB luciferase reporter cells, luminescence; higher % means a stronger effect | hit rate 1% among 290,000 | inhibition, % at 4 µM, or EC50 in µM where a hit was titrated; in the data active = inhibition mostly above about 36%, no sharp cut-off; inactive = mostly below about 34%;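 note: HEK-293T reporter cells stimulated with the NOD1 agonist gamma-tri-DAP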
# GPR55 activation – GPR55 agonists via beta-arrestin recruitment, primary screen, imaging, U2OS cells, beta-arrestin-GFP redistribution (AID 1961) | activation, % at 10 µM, or EC50 in µM where a hit was titrated | U2OS GPR55 beta-arrestin-GFP redistribution imaging; higher % means a stronger effect | hit rate 0.048% among 290,000;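 active = activation above 40% with more than 50 cells counted in the well; inconclusive = wells holding fewer than 50 cells, flagged as toxic or sparse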;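 note: U2OS osteosarcoma cells stably expressing GPR55 and beta-arrestin-GFP; plate controls were DMSO negative control for no effect and LPI positive control for full effect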
# Large T inhibition – SV40 large T antigen inhibitors, biochemical (AID 1903); SV40 large T antigen ATPase/helicase inhibition assay; higher % means a stronger effect; inhibition, % at 20 µM; hits with a dose series show IC50 in µM; hit rate 0.39% among 310,000; in the data active = a potency from the dose series; inconclusive = inhibition mostly from about 32% at the one dose, without a potency; inactive = the rest, 99 in 100 with inhibition below about 32%; note: strong numbers were not always called active
# KOR beta-arrestin-2 – kappa opioid receptor activators – cell-based, luminescence, uHTS, primary screen (AID 1777); KOR beta-arrestin recruitment, luminescence; higher % means a stronger effect; activation, % at 10 µM; hits with a dose series show EC50 in µM; hit rate 0.02% among 280,000; in the data active = activation above about 50%, passing the limit was not always enough; note: a part of the inactive calls stands beside numbers as strong as those of hits
# GPR55 antagonists – inhibition of LPI-stimulated GPR55 beta-arrestin translocation – imaging, U2OS, beta-arrestin-GFP, LPI agonist, primary screen (AID 2013). U2OS GPR55 beta-arrestin-GFP translocation imaging, LPI antagonism; higher % means a stronger effect. inhibition, % at 10 µM; hits with a dose series show IC50 in µM. hit rate 0.13% among 290,000;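 active = spots per cell inhibited over 60%, with over 100 cells counted and total cytoplasm intensity under 500,000; inconclusive = wells with under 100 cells, flagged as likely toxic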;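 note: U2OS cells stably carrying GPR55 and arrestin-GFP stimulated by 5 µM LPI near EC80; imaged beta-arrestin-GFP aggregate spots per cell after agonist stimulation; plate controls were LPI-stimulated DMSO wells for no effect and DMSO wells without LPI for full effect; some results filed as inactive read as strong as hits; confirmed hits need IC50 under 10 µM and bright autofluorescent wells are also inconclusive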
# * hit, by the source's call; u = inconclusive; x = not tested or not shown; [ ] = dose if it differs, or a comment. Cut-off read from the data, not from the text of the source, unless noted: active = inhibition above about 50%; inactive = the rest. This is a subset, so the mix of outcomes need not match the whole.
mol | MgcRacGAP inhibition | HIV fusion peptide | KOR beta-arrestin-1 | HEK293 NOD2/NF-kB | NOD1 inhibition | GPR55 activation | Large T inhibition | KOR beta-arrestin-2 | GPR55 antagonists
CCN(CC)CCn1c(=O)n(-c2ccc(Cl)cc2)c(=O)c2c3c(sc21)CN(C)CC3 | 16% | 1.1% | 43% | -46% | -4% | -0.2% | 24% | 7.2% | 2%
COc1ccc(NC(=S)NNC(=O)C2CC2c2ccc(C)cc2)cc1 (stereo not drawn) | 1% | -2.7% | -18% | 18% | -29% | 0.5% | 15% | 1.1% | 5%
O=C1OCCC1Sc1nnc(-c2ccccc2Cl)n1Cc1ccccc1 (stereo not drawn) | 8% | -2.6% | 30% | 14% | 18% | 0.6% | 3% | 0.6% | 4%
Cn1ncc(N)c1C(=O)Nc1cccc(C(F)(F)F)c1 | -4% | -1.4% | -2% | 11% | -3% | -0.1% | 12% | 6.1% | -15%
O=C(Nc1cc(C(F)(F)F)ccc1-n1cnc2ccccc21)c1ccccc1 | 8% | 0.3% | 19% | 14% | -11% | -0.2% | 6% | -2.6% | 31%
Cc1ccccc1C(=O)NCCN=C1NS(=O)(=O)c2ccccc21 | 0% | 0.4% | -6% | -4% | 0% | -0.1% | 2% | -11% | 2%
N#Cc1c2c(c(NCCCN3CCOCC3)n3c1nc1ccccc13)CCC2 | 11% | 3.9% | -28% | 10% | -10% | -0.1% | 9% | -1.3% | 11%
COc1ccccc1CN(C)C(=O)C(NC(=O)Cc1cccc2ccccc12)C(C)C (stereo not drawn) | 8% | -1.5% | 0% | 6% | -7% | -0.1% | 24% | 0.3% | -5%
CCOC(=O)c1cnc2c(C#N)c(C)nn2c1-c1ccccc1 | -1% | 0.4% | -12% | -4% | -26% | -0.2% | 2% | 3.2% | -18%
Cc1ccccc1N(CC(=O)NC1CCCCC1)C(=O)CCCC(=O)Nc1ccccn1 | 6% | 0.5% | 6% | -15% | 16% | 0.2% | 20% | -1.1% | -10%
CC(C)n1c(SCC(=O)Nc2ccc(N3CCOCC3)cc2)nnc1-c1ccco1 | 1% | -3.0% | 0% | -38% | 4% | -0.2% | 0% | -0.9% | -3%
COc1ccc(CCNC(=S)Nc2cccc(C)c2)cc1 | 16% | -0.2% | 13% | 7% | -22% | -0.1% | 18% | -4.5% | 14%
CCCCNC(=O)C(c1ccc(OCC(=O)OC)c(C(=O)OC)c1)N(CCc1c[nH]c2ccccc12)C(=O)CCCCCN1C(=O)NC(c2ccc(-c3ccccc3)cc2)C(C(=O)OCc2ccccc2)=C1C (stereo not drawn) | x | 1.3% | 15% | 2% | -5% | -0.1% | x | 3.4% | 1%
COc1ccc(C(=O)NCC(=O)NCC(c2ccco2)N(C)C)cc1OC (stereo not drawn) | 3% | 7.7% | 7% | -2% | -31% | 0.3% | 4% | 4.9% | -1%
Cc1ccc(NC(C)c2cc(Cl)ccc2O)cc1 (stereo not drawn) | -6% | -2.2% | -20% | -1% | 20% | -0.1% | 2% | 188% | -4%
CN(C)S(=O)(=O)c1cccc(NC(=O)CSc2nncn2C)c1 | 6% | -0.1% | 12% | 2% | -1% | 0.5% | 16% | 1.0% | -8%
Clc1cccc(-c2cc3nc4c(c(N5CCOCC5)n3n2)CCCC4)c1 | 2% | -2.2% | -73% | -4% | 33% | -0.2% | 2% | 5.9% | -9%
COC(=O)C1=C(C)N(C)C(=O)NC1c1cc(Cl)c(O)c(OC)c1 (stereo not drawn) | 4% | 2.3% | -26% | 18% | -15% | -0.1% | 4% | -6.9% | 1%
Cc1ccc(S(=O)(=O)NC2CCCCC2)c2nsnc12 | 4% | -1.5% | 0% | 0% | -13% | -0.2% | 15% | -0.5% | 12%
COc1ccc(C2=NN(CN3C(=O)C(=O)c4ccccc43)C(c3ccc(Br)cc3)C2)cc1 (stereo not drawn) | 3% | -1.8% | 10% | -12% | -9% | 0.3% | 9% | -4.8% | 14%
CCN1CCN(C(=O)c2ccccc2N(Cc2ccccc2)S(C)(=O)=O)CC1 | 4% | -1.8% | -1% | 9% | -2% | -0.1% | 7% | 2.7% | 6%
Cc1cccc(OCC(=O)N/N=C/c2ccc(N(C)C)cc2)c1 | 6% | -0.3% | -31%[20 µM] | 13% | 1% | 0.3% | 2% | -13% | 9%
CN(C1=C(N2CCOCC2)C(=O)c2ccccc2C1=O)c1ccccc1 | 12% | -0.6% | 21% | 16% | -10% | -0.2% | 8% | 1.4% | 8%
Cc1ccc2cc(C(c3nnnn3C3CCCC3)N3CCN(c4ccc(F)cc4)CC3)c(=O)[nH]c2c1 (stereo not drawn) | 4% | 0.6% | 20% | 7% | -17% | -0.2% | 16% | 5.6% | 1%
CC1CCN(C(=O)CSc2nc3c(cnn3-c3ccccc3)c(=O)[nH]2)CC1 | 2% | -1.5% | 10% | 10% | 4% | -0.1% | 3% | -4.2% | -17%
Cc1ccc(C(=O)C(C)OC(=O)C2CC(=O)N(C3CCCCC3)C2)cc1 (stereo not drawn) | 8% | -1.2% | -2% | 1% | 2% | 0.2% | 18% | 5.9% | -19%
Cc1c(/C=N/n2cnnc2)c2ccccc2n1C | 4% | 1.9% | -16% | 8% | -14% | 0.7% | 4% | 0.5% | -1%
Cc1nn(C(C)C(=O)NCCCN(Cc2ccccc2)C(C)C)c(=O)c2c1sc1ccccc12 (stereo not drawn) | 11% | 0.0% | -7% | -1% | -18% | -0.2% | 12% | -1.7% | 13%
c1ccc(CCC2CCCCN2Cc2nc(-c3ccc4c(c3)OCO4)no2)nc1 (stereo not drawn) | -1% | -2.4% | 6% | 4% | -26% | -0.3% | 4% | -3.9% | -10%
C/C(CC(=O)Nc1cc(C)ccn1)=N\NC(=O)COc1cccc(C)c1 | x | -0.4% | 1% | 2% | -18% | 0.0% | 3% | -1.8% | x
NC(=O)CC1(CC(=O)O)CCCCC1 | 9% | -1.2% | -8% | -5% | 8% | -0.2% | -3% | -3.4% | 0%
CCOC(=O)c1c(=O)n(O)c2ccc(OC)cc2[n+]1[O-] | 14% | 150% | 8% | 15% | 4% | -0.1% | -4% | -4.4% | 0%
O=C(O)c1ccc(Oc2ccc(S(=O)(=O)c3ccc(C(=O)O)c(C(=O)O)c3)cc2)cc1 | 5% | 9.9% | -11% | -6% | 10% | -0.2% | 10% | 0.5% | 0%
COCCNC(=O)/C(C#N)=C/c1ccc(-c2ccc(OC)cc2[N+](=O)[O-])o1 | 20% | 8.7% | 18% | -8% | -41% | -0.1% | 1% | 6.2% | 6%
O=C1NC(=S)S/C1=C/c1ccc(N2CCOCC2)o1 | u | 19% | 9% | -9% | 28% | -0.2% | 18µM* | -3.1% | 5%
COc1ccc(C(=O)Nc2ccccc2C(=O)NC(Cc2ccc(O)cc2)C(=O)NNC(=O)c2ccccc2)cc1 (stereo not drawn) | -8% | 3.0% | 7% | -6% | -23% | -0.6% | 3% | 4.0% | 14%
CCOc1ccccc1C(=O)N(C)CC(=O)Nc1ccc(OC)cc1 | x | -0.6% | 10% | 5% | -5% | 0.0% | -2% | -2.9% | 10%
COc1ccc(NC(=O)NCc2ccccn2)cc1 | 7% | 0.3% | 3% | 1% | -41% | 0.0% | 5% | 2.0% | 2%
CCOC(=O)c1sc2ncnc(OC)c2c1C | 7% | -1.6% | -81% | 5% | 19% | 0.6% | 3% | 4.7% | 12%
CCOC(=O)C1CCCN(C(=O)c2ccc(C)c([N+](=O)[O-])c2)C1 (stereo not drawn) | -1% | 0.1% | -22% | 12% | -17% | -0.3% | 3% | 15% | 6%
Cc1[nH]c2ccccc2c1C(=O)CN1CCC2(CC1)OCCO2 | 8% | 1.1% | 10% | 10% | -34% | 0.0% | 9% | -0.5% | 13%
O=C1c2ccccc2C(Nc2ccc(F)c(Cl)c2)N1Cc1ccco1 (stereo not drawn) | 16% | 13% | 22% | 0% | -15% | 0.3% | 20% | -2.2% | 10%
O=C(COc1ccccc1[N+](=O)[O-])N1CCN(S(=O)(=O)c2ccccc2)CC1 | 12% | 0.4% | 9% | 12% | -33% | 0.7% | 8% | -2.7% | 5%
N/C(=N\OCc1ccc([N+](=O)[O-])cc1)c1ccccn1 | x | -1.1% | -23% | 50% | 88%* | -0.3% | 8% | -1.4% | 2%
O=C(c1ccccc1)N1CCN(C(=S)NCc2ccco2)CC1 | 10% | -1.6% | 12% | 18% | -12% | -0.2% | 6% | -6.8% | -4%
Fc1cccc(Cl)c1CSc1nnnn1-c1ccc2c(c1)OCO2 | 3% | -0.7% | -2% | 3% | 17% | 0.3% | 0% | 1.0% | 10%
O=C1CC(=O)Nc2cc(S(=O)(=O)N3CCN(c4cccc(C(F)(F)F)c4)CC3)ccc2N1 | 5% | -1.8% | 1% | -13% | -12% | -0.3% | -6% | -4.5% | -13%
CCOc1ccc(/C=C/c2nc(C#N)c(NCCCN(C)C)o2)cc1 | 13% | 2.4% | -16% | 21% | 3% | -0.1% | 13% | 2.2% | 2%
CCOc1ccc(N(CC(=O)OC)S(=O)(=O)c2ccc3c(c2)n(C)c(=O)c(=O)n3C)cc1 | 2% | -0.2% | -40% | 10% | 16% | -0.2% | 0% | -4.2% | -2%
C=CCN(C(=O)CCc1ccccc1OC)c1nc(-c2ccc(S(C)(=O)=O)cc2)cs1 | 6% | 2.4% | -10% | x | x | -0.1% | 18% | 7.9% | 11%
COc1ccc(OCc2nc(C#N)c(N3CCN(c4ccc(OC)cc4)CC3)o2)cc1 | 3% | 1.7% | -14% | -30% | -4% | -0.4% | 13% | 3.2% | 2%
N#Cc1ccccc1Cn1c(=O)n(CCC(=O)NCc2ccco2)c(=O)c2ccccc21 | 11% | 3.7% | 11% | -3% | -21% | 0.1% | 11% | 1.1% | 7%
COc1cc(S(=O)(=O)NC2CC(C)(C)NC(C)(C)C2)c(OC)cc1Cl | 12% | 0.5% | -46%[20 µM] | 2% | -4% | 1.1% | 9% | -4.5% | 6%
Cc1ccc(S(=O)(=O)Nc2ccccc2C=Nc2cccc(C)c2C)cc1 | 7% | 1.5% | 31% | 5% | 45% | -0.5% | 10% | 0.1% | 18%
Cc1ccc(C(=O)N2CCN(c3ncnc4c(C)csc34)CC2)cc1 | 16% | 1.3% | -10% | 18% | -8% | 0.2% | 4% | 3.9% | -1%
O=C(NCCCN1CCOCC1)c1ccc2c(=O)n(-c3ccc(F)c(Cl)c3)c(=S)[nH]c2c1 | 4% | -1.7% | -4% | 18% | -7% | -0.2% | 5% | -0.1% | 10%
Cc1cccc(NC(=O)CSCC(=O)Nc2cc(Cl)ccc2N2CCN(C)CC2)c1 | 7% | -0.1% | 4% | 13% | -28% | 0.4% | 3% | -4.2% | -8%
CCn1c(SCc2nc3ccccc3c(=O)[nH]2)nc2ccccc21 | 6% | 1.1% | 21% | -4% | -20% | -0.2% | 3% | -4.0% | 14%
